Bioassay records from PubChem.
Autophagy HCS – autophagy modulators in MEF cells, primary screen, imaging, high-content, MEF GFP-LC3 | MEF GFP-LC3 puncta imaging; test concentration mostly 10 µM | calls only at 10 µM (by protocol) | actives 0.98% (n = 190,000);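 active = percentage of spot-positive cells more than 3 SD above its plate mean, without a fluorescence outlier flag or 80% toxicity; inconclusive = no clear call, values can overlap the other calls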;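 note: spot-positive cell cutoff set from DMSO-treated cells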
CSM14.1 death rescue – rescue of cells from ER stress-induced death, primary screen, 384-well, CSM14.1, thapsigargin, ATP luminescence (AID 1222). CSM14.1 thapsigargin-induced death rescue, ATP luminescence; higher % means a stronger effect. cellular ATP content (survival), % at 20 µM, or EC50 in µM where a hit was titrated. 190,000 tested, under 10 active;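 active = EC50 below 50 µM in the dose-response confirmation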;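 note: death triggered by thapsigargin at about 15 µM added after 2 h compound pretreatment; cell ATP read after overnight thapsigargin exposure of roughly 18 to 22 hours; normalized against plate controls of thapsigargin alone and 5% DMSO vehicle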
MT stabilizer – microtubule stabilizers in HeLa cells, primary screen, imaging, high-content imaging | % tubulin-high responders, % at 10 µM | actives 0.83% (n = 200,000) | HeLa tubulin immunostaining HCS, 24 h; share of cells brighter than vehicle mean+2SD;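 active = plate Z-score above 3 for both tubulin-high and condensed-nucleus cell shares, with cell loss under 80%, at 10 µM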;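 note: anti alpha tubulin signal scored within the nucleus-defined area of each cell; some results filed as inactive read as strong as hits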
Salmonella PhoP GFP – inhibitors of PhoP regulon expression, primary screen, Salmonella Typhimurium, GFP reporter (AID 1863); S. Typhimurium PhoP-regulated promoter GFP reporter, 4 h; higher % means a stronger effect; inhibition, % at 50 µM; hits with a dose series show IC50 in µM; actives 0.16% (n = 300,000);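 active = inhibition over 29.93%, a cutoff 3 SD above the screen mean, later confirmed by dose response; inconclusive = inhibition over 29.93% but no dose response follow-up; inactive = inhibition at most 29.93% or unconfirmed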;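 note: 0% = low Mg2+ inducing control and 100% = high Mg2+ repressing control; strong numbers were not always called active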
Lipid droplet – inhibitors of hepatocyte lipid droplet formation, primary screen, imaging, high-throughput imaging, BODIPY stain; AML12 mouse hepatocytes, oleate lipid droplets; inhibition, % at 6.5 µM; actives 0.4% (n = 240,000); AID 1656, 2009;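 active = lipid droplet intensity inhibited by at least 50%, with more than 500 cells counted; inconclusive = wells with under 300 cells, treated as cytotoxic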
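Assay system: AML12 mouse liver cells | Compound dosing: One dose, 6.5 µM compound | Read-out basis: Droplet intensity reduction, % inhibition | Measured by: Fluorescence imaging, 20x objective, two fields per well | Schedule: Overnight treatment with compound plus oleate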
Dynein transport – inhibitors of GR-EGFP nuclear translocation, primary screen, dynein cargo transport inhibitor project, imaging, high-content, 3617.4 mouse cells; actives 0.47% (n = 220,000); z-score, hits read low; test concentration mostly 20 µM; stimulated with dexamethasone, 1 µM; stronger effect = lower value;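 active = plate z-score of nuclear minus cytoplasmic receptor signal below a set negative limit, without overly bright fluorescence or cell loss, cut at about -3.5 in these data, passing the limit was not always enough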;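 note: z-score of nuclear minus cytoplasmic ring GR-EGFP intensity difference per well; some compounds called inactive have numbers as strong as hits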
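Buffer or medium – tet-free medium with charcoal-stripped serum · Signal – automated 10x imaging of fixed Hoechst-stained cells · Also added – dexamethasone agonist, 1.0 µM final, for 30 min · Incubation – induction 48 h, compound 1 h, agonist 30 min · Read-out – GR-EGFP nuclear translocation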
Insulin prom up – insulin promoter activators in MIN6 cells, imaging, high-content screening, mouse beta cells. MIN6 insulin promoter-GFP reporter; stronger effect = higher value. z-score at 5 µM. actives 0.3% (n = 190,000). AID 1625, 2009;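 active = z-score above 3 at 5 µM with at least 500 cells counted in the well; inconclusive = wells under 500 cells, flagged as cytotoxic or low count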
T cell HTS – modulators of CD8 T cell-vesicle binding, primary screen, mouse 2C CD8+ T cells, flow cytometry; calls only at 7 µM; actives 0.068% (n = 330,000); AID 2052, 2009; 2C CD8+ T cell-vesicle binding; stronger effect = lower value;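 active = response, share of CD8 T cells binding vesicles, and their 90th percentile fluorescence all below set limits, cut at about 80% in these data, passing the limit was not always enough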
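Incubation: binding step 1.5 h, 37 °C, antibody labelling 20 min, ice; system: murine 2C transgenic CD8+ T lymphocytes; technique: cytometric PE anti-B7-1 and Alexa647 anti-CD8 signals after 1% paraformaldehyde fixation; also added: QL9-charged Drosophila Ld/ICAM-1/B7-1 vesicles; control set: naked versus QL9-loaded vesicles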
bCat nuc transl – modulators of beta-catenin nuclear translocation, primary screen, imaging, HeLa cells, immunofluorescence, high-content; actives 0.3% (n = 190,000); nuclear translocation activity, % at 5 µM; AID 1665, 2009;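 active = nuclear translocation activity above 50% at 5 µM, with a well cell count of 50 or more; inconclusive = wells under 50 cells across six images, flagged as toxic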;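 note: per-cell ratio of nuclear to cytoplasmic median beta-catenin stain intensity; plate controls were DMSO negative control for no effect and GSK-3 inhibitor IX positive control for full effect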
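Read-out: Nuclear/cytoplasmic beta-catenin signal ratio, % activation | Assay system: Human HeLa cell line | Times: 24 h compound exposure at 37°C, 5% CO2 | Signal: Fluorescence imaging of beta-catenin antibody stain plus DAPI | Dosing: 5 µM primary, 0.02–20 µM confirmation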
Dynein transport cytoplasmic EGFP – recorded beside Dynein transport, whose call it bears; z-score; measured here: cytoplasmic GR-EGFP intensity; stronger effect = higher value
Dynein transport nuclear GR-EGFP – second read-out of Dynein transport, no call of its own (marks repeat the call); z-score; measured here: nuclear GR-EGFP intensity;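 lower value marks the stronger effect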
Dynein transport cell count – further read-out of Dynein transport, marked with its call; z-score; measured here: cell count per field
Insulin prom up cell count – further read-out of Insulin prom up, marked with its call; cell count; measured here: cytotoxicity, nuclei count;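 total cells summed across four imaged fields per well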
Lipid droplet cells 6.5 µM – second read-out of Lipid droplet, no call of its own (marks repeat the call); cell count; measured here: cell count, cytotoxicity flag;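 cells counted across two imaged fields per well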
bCat nuc transl cell count 5 µM – further read-out of bCat nuc transl, marked with its call; cell count; measured here: cell count, cytotoxicity flag
T cell HTS vesicle-bound % – recorded beside T cell HTS, whose call it bears; double positive events, %; measured here: CD8+ vesicle-bound cell fraction;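 binding gate set so that unloaded-vesicle control wells show 10% double positive cells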
MT stabilizer Hoechst-high % – further read-out of MT stabilizer, marked with its call; % Hoechst-high responders; measured here: nuclear condensation Hoechst responders;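 share of cells brighter than vehicle mean plus two SD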
MT stabilizer cytotoxicity % – further read-out of MT stabilizer, marked with its call; toxicity, %; measured here: cytotoxicity by cell density;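 0% = mean cell density of plate MIN control wells and 100% = no cells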
Autophagy HCS cell loss 18 h – recorded beside Autophagy HCS, whose call it bears; toxicity, %; measured here: cell loss, nuclei count;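 cell loss after 18 h compound exposure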
The depositor's hits bear a star; i = inactive; ? = inconclusive; / = no result given.

SMILES	Autophagy HCS	Autophagy HCS cell loss 18 h	CSM14.1 death rescue	MT stabilizer	MT stabilizer Hoechst-high %	MT stabilizer cytotoxicity %	Salmonella PhoP GFP	Lipid droplet	Lipid droplet cells 6.5 µM	Dynein transport	Dynein transport cytoplasmic EGFP	Dynein transport nuclear GR-EGFP	Dynein transport cell count	Insulin prom up	Insulin prom up cell count	T cell HTS	T cell HTS vesicle-bound %	bCat nuc transl	bCat nuc transl cell count 5 µM
CCn1c(C(C)C)n[nH]c1=S	i	4.0	-1.0%	3.3	2.8	5.3	1.3%	-56.9	605	-0.229	-0.278	-0.0276	0.384	-0.93	904	i	33.1	/	/
CC1CCN(c2oc(Cc3cccc4ccccc34)nc2C#N)CC1	i	5.3	2.8%	3.4	2.2	11.8	1.0%	/	/	-0.223	-0.275	-0.508	1.01	-0.51	889	i	12.2	-1.0	1118
CCCCOC(=O)c1ccc(NC(c2ccc(C)cc2)P(=O)(OC)OC)cc1 (stereo unspecified)	i	4.2	-6.7%	1.9	3.9	5.4	-1.8%	11.8	710	-0.273	-0.293	-0.387	0.248	-0.81	1352	i	11.5	-1.9	552
CC(=O)c1sc(NC(=O)C(C)(C)C)nc1C	i	-5.1	0.0%	4.5	3.5	5.9	3.6%	-2.0	743	0.258	-0.113	0.121	0.567	-0.4	1228	i	27.7	-1.5	1200
COc1ccc(CCNC(=O)COc2ccc(-c3ccc(C#N)cc3)cc2)cc1	i	0.8	-2.3%	4.3	2.2	2.1	1.7%	6.7	612	-0.765	-0.252	-0.594	0.533	-0.05	1490	i	6.5	2.0	1069
CCCCOc1ccc(/C=C/C(=O)OCC(=O)NC(=O)NCC(C)C)cc1OCC	i	12.4	-1.6%	5.1	2.4	5.3	-17.0%	-1.5	710	-0.537	-0.161	-0.302	0.251	0.93	1460	i	49.7	-2.8	1069
COc1ccc(N=CC2=C(O)CC(C)(C)CC2=O)cc1OC	/	/	/	/	/	/	-12.9%	2.3	711	-0.451	-0.27	-0.27	0.712	-0.17	1352	i	44.7	-1.0	1231
O=[N+]([O-])c1ccc(-c2cc(-c3ccc(Cl)cc3)n[nH]2)cc1	i	-15.0	0.2%	2.8	0.9	3.7	12.0%	/	/	-0.0717	-0.179	-0.201	-0.536	-0.11	1344	i	50.7	-1.8	972
CSc1nnc(-c2sc(-c3ccccc3)nc2C)n1C	i	-1.8	1.8%	2.0	1.4	0.9	11.3%	/	/	0.99	-0.141	0.0287	-1.05	0.17	1394	i	53.2	-1.4	1332
CSC1=NC(C)N2C(SC)=NC(C)N12 (stereo unspecified)	/	/	/	/	/	/	-4.4%	10.2	711	1.85	-0.263	0.714	-0.553	-0.66	1439	i	27.1	0.4	1089
CCn1cc(C(=O)NCc2ccc3c(c2)OCO3)c(=O)c2ccc(C)nc21	/	/	-3.6%	/	/	/	/	6.0	815	/	/	/	/	0.09	1301	/	/	-5.6	1213
Cc1cc(NC(=O)CN2CCN(c3ccc(O)cc3)CC2)no1	i	3.4	-0.6%	1.7	1.4	1.0	-11.2%	/	/	-0.475	-0.211	-0.957	0.0405	-0.12	1738	i	42.4	0.6	1351
O=C(O)C1Cc2ccccc2CN1S(=O)(=O)c1ccccc1 (stereo unspecified)	/	/	/	/	/	/	-10.7%	-12.4	684	1.04	-0.0555	1.29	-1.14	0.25	1080	i	12.9	-2.3	1404
CCN(CC)C(=O)c1sc2nc(-c3ccncc3)[nH]c(=O)c2c1C	i	-1.4	-0.9%	2.6	3.5	9.1	19.3%	/	/	0.979	-0.0103	0.942	-0.614	0.61	1572	i	21.2	-3.1	931
Cc1ccc(CNC(=O)C2CC(c3ccccc3[N+](=O)[O-])=NO2)cc1 (stereo unspecified)	i	11.9	-0.2%	1.2	1.2	10.1	-2.8%	/	/	-0.624	-0.118	-0.353	0.747	-0.14	1617	/	/	-2.1	1387
COc1cc(-c2nc(-c3ccccc3)c(-c3cccs3)[nH]2)cc(OC)c1O	i	4.5	-3.0%	1.7	2.0	9.1	11.0%	15.4	795	-0.683	0.301	-0.285	0.341	/	/	i	15.2	-8.4	1201
COc1ccc(C2C=C(c3ccc(C)c(C)c3)Nc3ncnn32)c(OC)c1OC (stereo unspecified)	i	1.2	-1.6%	23.3*	54.8*	27.9*	5.7%	/	/	0.707	0.0364	0.733	-0.264	-0.51	958	i	58.7	/	/
C=CCc1ccc(OCCOCCOc2cccc3cccnc23)c(OC)c1	i	-3.3	-1.6%	2.3	2.7	2.4	-1.3%	-14.9	673	-0.635	0.425	-0.0845	0.719	-0.11	1295	i	37.7	1.6	1156
COc1ccc(-n2c(=O)[nH]cc(C(=O)Nc3ccc(NC(C)=O)cc3)c2=O)cc1	i	10.0	-2.4%	2.6	3.0	7.9	/	/	/	-0.0736	-0.272	0.272	0.841	0.17	1321	i	30.6	-4.5	740
CCOc1ccc(NC(=O)CC2C(=O)N(CC)C(=S)N2CCN2CCOCC2)cc1 (stereo unspecified)	i	12.2	/	1.8	1.7	10.8	-3.6%	-1.6	672	-0.88	-0.146	-0.529	0.57	0.38	1148	i	14.8	1.7	1100
C/C(=N/NC(=O)CN1CCN(Cc2ccccc2Cl)CC1)c1cccnc1	/	/	/	/	/	/	1.7%	2.8	678	1.45	-0.201	1.3	-1.24	0.06	1143	i	18.6	0.5	1288
CCCCOC(=O)C1=C(C)Nc2ncnn2C1c1cc(OC)c(OC)cc1OC (stereo unspecified)	i	-0.6	-0.4%	5.1	2.8	7.5	-5.8%	/	/	-0.281	0.15	-0.077	0.921	-0.07	1398	i	43.2	5.2	1501
O=C(COc1ncnc2ccccc12)NCCc1ccc(F)cc1	i	24.4	-0.8%	1.4	1.8	4.1	8.6%	2.5	671	-0.262	-0.181	-0.197	-0.7	1.12	1525	i	17.5	-1.0	1114
CCOc1ccc(OCc2nnc(SCC(=O)NC3CCS(=O)(=O)C3)n2-c2ccc(Cl)cc2)cc1 (stereo unspecified)	i	3.6	-1.7%	2.7	2.1	7.1	25.4%	-6.0	549	-0.766	-0.255	-0.645	-0.0547	-0.45	1361	i	21.2	2.7	452
C/C(=N\NC(=O)c1c(Cl)c(C)nn1C)c1cccc(NC(=O)COc2ccccc2)c1	i	-30.4	-2.7%	3.0	1.5	2.9	2.8%	/	/	0.359	-0.177	0.573	0.915	-1.02	1454	i	35.0	0.2	1435
Cc1nc(N2CCCC2)c2ccsc2n1	i	8.5	4.2%	1.9	1.8	2.8	7.3%	/	/	0.983	-0.206	0.208	0.238	-0.77	1345	i	14.8	-4.5	961
O=C(NCCCN1CCCC1=O)c1cccnc1	i	-0.5	-0.1%	2.0	1.8	8.2	-9.9%	1.5	669	0.0439	-0.197	-0.062	0.6	0.01	1911	i	15.0	0.1	1059
CCOc1cc(N2CCOCC2)c(OCC)cc1NC(=O)C1CCCC1	i	-2.4	3.1%	2.3	1.6	5.6	-0.1%	8.6	781	-0.581	-0.087	0.00952	-0.207	0	797	i	18.0	-2.8	1175
C#CCn1c(=NC(=O)c2sc3ccccc3c2Cl)sc2cc(S(N)(=O)=O)ccc21	i	-7.1	-0.2%	3.6	3.8	8.2	13.3%	?	/	-0.234	-0.258	-0.496	0.136	-3.78	649	i	28.6	2.3	932
Cc1occc1C(=O)NNC(=O)C1CCCC1	i	15.2	-0.4%	2.4	2.2	2.7	4.9%	29.5	670	0.867	0.126	0.424	-0.211	0.1	1296	i	40.6	-1.0	1117
Cc1cc2nc(C)n(CCCNC(=O)Nc3cccc4ccccc34)c2cc1C	i	31.6	-0.8%	2.6	1.6	6.5	-2.6%	-18.2	759	-0.647	0.77	-0.0219	0.25	-4.68	514	i	50.9	/	/

Complete entries, looked up by structure. Order of screens: Autophagy HCS, Autophagy HCS cell loss 18 h, CSM14.1 death rescue, MT stabilizer, MT stabilizer Hoechst-high %, MT stabilizer cytotoxicity %, Salmonella PhoP GFP, Lipid droplet, Lipid droplet cells 6.5 µM, Dynein transport, Dynein transport cytoplasmic EGFP, Dynein transport nuclear GR-EGFP, Dynein transport cell count, Insulin prom up, Insulin prom up cell count, T cell HTS, T cell HTS vesicle-bound %, bCat nuc transl, bCat nuc transl cell count 5 µM
Cc1occc1C(=O)NNC(=O)C1CCCC1 reads i, 15.2, -0.4%, 2.4, 2.2, 2.7, 4.9%, 29.5, 670, 0.867, 0.126, 0.424, -0.211, 0.1, 1296, i, 40.6, -1.0, 1117
Cc1cc2nc(C)n(CCCNC(=O)Nc3cccc4ccccc34)c2cc1C reads i, 31.6, -0.8%, 2.6, 1.6, 6.5, -2.6%, -18.2, 759, -0.647, 0.77, -0.0219, 0.25, -4.68, 514, i, 50.9, /, /
